# Screens: PubChem BioAssay, National Center for Advancing Translational Sciences (NCATS)
# Pf growth 96h: inhibits malaria parasite growth, 96 h; P. falciparum luciferase reporter growth, 96 h; Potency, µM (doses to about 28.7 µM), for inactives: top-dose activity change, negative = inhibition, most hits filed as inhibitors; 320,000 compounds, 6.9% hits; further: potency means the concentration at half of the fitted maximal effect; on the % scale 0 is the no-effect control and ±100 the full control effect
#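 Plates of compound plus infected erythrocytes (2% hematocrit, 0.05% parasitemia final) incubate 96 hours, 37 C, 5% CO2. Detection reagent added; reduced luminescence from the parasites' luciferase reporter flags inhibition.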
# FBPA Giardia inh: Giardia lamblia aldolase inhibition; A8B2U2; purified Giardia FBPA; Potency, µM (top dose mostly 59.6 µM), without a hit: at the highest dose activity, negative = inhibition, most hits filed as inhibitors; 290,000 compounds, 0.71% hits; AID 2451; further: potency means the concentration at half of the fitted maximal effect; on the % scale 0 is the no-effect control and ±100 the full control effect; nearly all actives have a fitted effect of over 55% in size
# Target sequence (A8B2U2 whole entry, looked up): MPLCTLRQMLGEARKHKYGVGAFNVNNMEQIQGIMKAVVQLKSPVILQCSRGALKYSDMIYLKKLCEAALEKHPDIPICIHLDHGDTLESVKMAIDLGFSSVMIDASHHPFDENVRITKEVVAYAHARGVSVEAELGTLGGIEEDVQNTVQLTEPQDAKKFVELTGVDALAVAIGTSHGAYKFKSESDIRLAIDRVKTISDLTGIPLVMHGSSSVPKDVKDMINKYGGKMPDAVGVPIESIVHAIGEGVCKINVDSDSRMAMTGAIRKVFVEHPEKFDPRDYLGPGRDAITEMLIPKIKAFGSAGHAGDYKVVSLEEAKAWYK
#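 40 nM FBPA preincubated 10 min at RT with compound (up to 57.5 uM final), then substrate plus GAPDH/TPI/NAD/arsenate coupling and diaphorase/resazurin added. Fluorescence read after 20 min at RT, 525/598 nm.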
# Shiga toxin inh: Shiga toxin inhibition; AID 2315; inhibition, % at 38.7 µM; Vero cells, Shiga toxin protein synthesis inhibition reporter; 290,000 compounds, 9.2% hits; in the data active means inhibition mostly above about 28%, no sharp cut-off; inactive means mostly below about 43%; further: 0% is about no effect
# Pf growth 48h: P. falciparum growth inhibition at 48 hours (one generation); P. falciparum luciferase growth in erythrocytes, 48 h; Potency, µM (top dose mostly 28.7 µM), for the others: top-dose activity change, negative = inhibition, most hits filed as inhibitors; 310,000 compounds, 5.9% hits; AID 504832; further: potency means the concentration at half of the fitted maximal effect; on the % scale 0 is the no-effect control and ±100 the full control effect
#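 Growth was read as firefly luciferase luminescence after a 48 h, 37 C, 5% CO2 exposure of compounds to reporter-bearing P. falciparum cultures (0.1% parasitemia, 2% hematocrit final) in Albumax-supplemented RPMI 1640.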
# Cycloheximide cs: counter-screen for Shiga toxin inhibitors: cycloheximide protein synthesis inhibition; cell reporter, cycloheximide protein synthesis inhibition counterscreen; AID 2314; 300,000 compounds, 12% hits; max response, %; in the data active means max response mostly above about 13%, no sharp cut-off; inactive means mostly below about 14%; further: read at 38.3 µM for the half of the compounds with a filed dose; 0% is about no effect
# HCV inh: blocks hepatitis C virus. Huh7.5.1 HCVcc-Cre infection, luciferase reporter, 44 h. Potency, µM (highest dose often 41.8 µM), for the others: top-dose activity change, negative = inhibition, actives largely listed as inhibitors. 340,000 compounds, 3.4% hits. AID 651820; further: potency means the concentration at half of the fitted maximal effect; on the % scale 0 is the no-effect control and ±100 the full control effect
#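 Reporter virus HCVcc-Cre (~0.5 moi) infects cells exposed to compound; seeding density 1,000 cells/well with 4 h settling beforehand. Luminescence, 15 sec read, taken 44 h post-infection following a 15 min RT substrate incubation.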
# Active calls of the source: *; ? = inconclusive; . = no result given; & = joins results of further samples; [ ] = another dose, or the depositor's remark. Unless noted, the call rests on the fitted dose curve; in most records, active means well fitted curve in the direction sought with a large enough effect; inconclusive means small, poorly fitted or top-dose-only effect, or another doubt; inactive means no such curve, though single readings can be large; an effect the other way counts as inactive or inconclusive.
SMILES,Pf growth 96h,FBPA Giardia inh,Shiga toxin inh,Pf growth 48h,Cycloheximide cs,HCV inh
Cc1ccccc1NC(=S)N(CCN(C)C)C(C)c1cccnc1 (configuration not stated),?,3%,-6,-18%,1,1%
O=C(NCc1cccs1)C1CCN(S(=O)(=O)c2cccc3cccnc23)CC1,?,8%,-14,.,-2,-9%
O=C(NCCCn1cccn1)c1cc(COc2ccc(F)cc2Cl)on1,44%[activator],3%,22*,19%,19*,-8%
COc1ccc(CCNC(=O)COc2ncnc3cc([N+](=O)[O-])ccc23)cc1,9%,2%,-2,6%,1,1%
CCOC(=O)c1ccccc1NC(=O)COC(=O)C(CCSC)NC(=O)COc1ccccc1 (configuration not stated),19%,.,.,10%,.,5%
CCC(C)[C@H](NC(=O)C1CCN(C(=O)[C@H](Cc2ccccc2)NS(=O)(=O)c2ccc(C)cc2)CC1)C(=O)O (some centres not stated),-11%,6%,-3,-20%,-2,29%
CCCCn1c(N)c(N(Cc2ccccc2OC)C(=O)c2ccc(N3CCCC3=O)cc2)c(=O)[nH]c1=O,?,.,.,-20%,.,?
C[C@H](NC(=O)c1nc[nH]c1C(=O)N[C@@H](C)c1ccccc1)C(=O)OC(C)(C)C,?,?,-16,?,-1,-24%
CCOC(=O)N1CCN(C(=O)c2ccc(CNS(=O)(=O)c3ccc(C)cc3)cc2)CC1,-7%,9%,-21,?,-1,-5%
CC1=NN(Cc2ccccc2)C(=O)C1C(c1ccccc1)C(C#N)C#N (configuration not stated),-11%,-19%,-6,?,1,19%
Cc1ccc(S(=O)(=O)N(CC(=O)N/N=C\c2cccs2)c2cccc3cccnc23)cc1,9%,10%,-14,-9%,-3,?
C=C1C[C@H]2[C@@H]3CCc4cc(OC)ccc4[C@H]3CC[C@]12C,79%[activator],.,.,7%,.,8%
Cc1n[nH]c(C)c1N=Nc1ccc(Br)cc1,30%,-1%,51,18%,27*,?
CC(C)(C)c1ccc(OCc2nnc(SCC(N)=O)n2N)cc1,54%[activator],1%,12,44%[activator],-3,14%
C=CCn1cc(C(=O)OCC)c(=O)c2cc(F)c(F)cc21,-1%,2%,16,-10%,-3,17%
COC(=O)C(C)n1cnc2c(nnn2-c2ccc(OC)cc2)c1=O (configuration not stated),4.1µM*,1%,-25,14%,-1,14%
CCOc1ccc(NC(=O)CN(C)C(=O)Cc2c(C)nc3ccccc3c2C)cc1OCC,?,.,2,?,-2,?
Cc1ccc(NC(=O)CN2C(=O)COc3ccc(S(=O)(=O)N4CCOCC4)cc32)cc1F,-1%,4%,1,23%,1,-22%
Cc1ccc(NC(=O)C(=O)NCCN2CCN(S(=O)(=O)c3ccccc3)CC2)cc1C,26%,-2%,-9,-2%,-3,-6%
CN(N=O)c1cc(O)ccc1O,.,-24%,21,.,10,.
CN(CC(=O)Nc1ccc(N2CCOCC2)cc1)C(=O)c1cn(-c2ccccc2)nc1-c1ccccc1,4%,.,.,-2%,.,16%
COc1ccc(/C=N/n2c(SC)nnc(C(C)(C)C)c2=O)c(OC)c1,66%[activator],4%,56,-1%,-1,3%
Fc1ccc(CN2CCN3CCCC3C2C2CCCCC2)cc1F (configuration not stated),?,-11%,-15,?,-5,-27%
O=C(c1cccc(N2C(=O)C3CC=CCC3C2=O)c1)N1CCN(c2ccccc2)CC1 (configuration not stated),?,-8%,17,12µM*,-6,.
COC(=O)CCC(=O)N1CCCC(C(=O)c2ccc(Cl)cc2C)C1 (configuration not stated),-17%,0%,.,20%,6,16%

# Some entries already given with just Shiga toxin inh, HCV inh and FBPA Giardia inh.
mol,Shiga toxin inh,HCV inh,FBPA Giardia inh
CN(CC(=O)Nc1ccc(N2CCOCC2)cc1)C(=O)c1cn(-c2ccccc2)nc1-c1ccccc1,.,16%,.
CCC(C)[C@H](NC(=O)C1CCN(C(=O)[C@H](Cc2ccccc2)NS(=O)(=O)c2ccc(C)cc2)CC1)C(=O)O (some centres not stated),-3,29%,6%
CC1=NN(Cc2ccccc2)C(=O)C1C(c1ccccc1)C(C#N)C#N (configuration not stated),-6,19%,-19%
CCCCn1c(N)c(N(Cc2ccccc2OC)C(=O)c2ccc(N3CCCC3=O)cc2)c(=O)[nH]c1=O,.,?,.
COC(=O)C(C)n1cnc2c(nnn2-c2ccc(OC)cc2)c1=O (configuration not stated),-25,14%,1%

# Quoted at random: 2 compounds from above.
SMILES,Pf growth 96h,FBPA Giardia inh,Shiga toxin inh,Pf growth 48h,Cycloheximide cs,HCV inh
O=C(c1cccc(N2C(=O)C3CC=CCC3C2=O)c1)N1CCN(c2ccccc2)CC1 (configuration not stated),?,-8%,17,12µM*,-6,.
CN(CC(=O)Nc1ccc(N2CCOCC2)cc1)C(=O)c1cn(-c2ccccc2)nc1-c1ccccc1,4%,.,.,-2%,.,16%

# Additional entries follow.
SMILES,Pf growth 96h,FBPA Giardia inh,Shiga toxin inh,Pf growth 48h,Cycloheximide cs,HCV inh
CN(C)C=Nc1ccc2nn(-c3ccccc3)nc2c1,-19%,-14%,93*,205%[activator],43*,-22%
Cc1nn(-c2ccccc2)c2c1C(=O)N(c1ccccc1)C(=O)C(C)(C)C2,59%[activator],6%,-20,16%,-2,14%
O=[N+]([O-])c1cccnc1-n1cnc2ccccc21,-26%,-18%,-19,12%,2,1%
CCc1sc(C(=O)NCc2ccco2)cc1Br,10µM*,-2%,.,1%,19*,13%
CC(=O)Nc1ccc(-c2csc(NC(=O)C3CC(=O)N(c4ccc5c(c4)OCCO5)C3)n2)cc1 (configuration not stated),?,-16%,6,?,8,?
COc1ccc(CN(CCN2CCOCC2)C(=O)c2c(F)cccc2F)cc1OC,51%[activator],-14%,-5,0%,1,.
O=c1[nH]c2c(c(=O)n1C1CCCCC1)CCC2,3%,0%,4,10%,0,9%
COc1cc(OC)cc(C(=O)N[C@H](C(=O)OCC(=O)Nc2ccc(C(C)C)cc2)C(C)C)c1,4%,-4%,-27,36%[activator],2,-10%
COc1ccccc1/C=C/C(=O)NCC(=O)n1nc(C)cc1C,0%,5%,-19,53%[activator],-2,?
COc1ccccc1NC(=S)N1CCC(NC(=O)c2ccco2)CC1,48%[activator],0%,3,20%,3,6%
COC(=O)c1ccc(OC(=O)c2ccc(OC)c(OC)c2)c(OC)c1,15%,3%,-23,-6%,-8,2%
Cc1ccccc1CCN(C(=O)Cn1nnc2ccccc21)C(C(=O)NC(C)(C)C)c1ccsc1 (configuration not stated),1.2µM*,1%,-5,?,11,4%
COc1ccc(N2CCN(C(=O)C3CCCN(S(=O)(=O)c4ccc(F)cc4)C3)CC2)cc1 (configuration not stated),-31%,.,-2,?,-2,?
COc1ccc(/C=C/c2onc(C)c2S(=O)(=O)N2CCC(C(=O)N3CCC(C)CC3)CC2)cc1,?,11%,-5,?,-4,?
CCN1CCCC1CNC(=O)c1cc(S(=O)(=O)CC)c(N)cc1OC (configuration not stated),.,-7%&-1%&-10%,11&16,.,-9&-2,.
Cc1ccc(NC(=O)C(=O)NCCc2c[nH]c3ccccc23)c(C)c1,16%,5%,-8,-23%,4,-20%
Cc1ccc2c(c1)C1CN(C)CCC1N2Sc1ccccc1[N+](=O)[O-] (configuration not stated),10µM*,-6%,-9,?,-7,-11%
COc1ccccc1CN1CCNC(=O)C1CC(=O)O (configuration not stated),30%[activator],-8%,2,-15%,0,30%[activator]
CCOC(=O)CSc1nc2c(sc3ccccc32)c(=O)n1CCCN1CCOCC1,175%[activator],7%,-12,?,0,?
CCN(CC)CCOC(c1ccccc1)c1ccc(C)cc1 (configuration not stated),?,-8%,1,?,-2,?
CCOc1ccc(OCCNC2CCCC2)cc1,.,-9%,-3,8%,29,-9%
O=C(NCc1ccccn1)C(=O)N/N=C/c1ccccc1O,-2%,17%,-7,?,1,3%
CCCCNC(=O)Cn1c(=O)oc2cc(S(=O)(=O)N3CC(C)CC(C)C3)ccc21 (configuration not stated),6.6µM*,5%,-18,.,-4,-26%
CCOc1ccc(NC(=O)CCNC(=O)Cn2cnc3ccccc3c2=O)cc1,5%,1%,18,13%,-9,-6%
O=[N+]([O-])c1cccc(S(=O)(=O)NCCCn2ccnc2)c1,82%[activator],-12%,-3,-14%,-4,0%

# Going on with the list.
SMILES,Pf growth 96h,FBPA Giardia inh,Shiga toxin inh,Pf growth 48h,Cycloheximide cs,HCV inh
CCOC(=O)CN(Cc1sccc1C)C(=O)Nc1ccc(OCC)cc1,?,3%,-3,1%,-3,0%
CC(C)C1(C)C(=O)N=C2c3ccccc3C(=O)N21 (configuration not stated),12µM*,1%,-18,3%,-3,9%
Cc1ccc(C(=O)N/N=C\c2c(C)nn(-c3ccccc3)c2Cl)cn1,?,1%,15,-4%,15,-28%
CCN(CC)S(=O)(=O)c1cccc(C(=O)Oc2cccnc2)c1,.,2%,-3,-8%,-6,14%
Cc1c(NC(=O)C2CC=CCC2C(=O)O)c(=O)n(-c2ccccc2)n1C (configuration not stated),23%,3%,-20,2%,1,9%
O=C(Cn1nc(C(F)(F)F)c2c1CCCC2)NCCN1CCOCC1,15µM*,3%,-7,12µM*,-1,24%
CC(=O)CCc1oc2c([N+](=O)[O-])cccc2c1-c1ccc(C)o1,31%,-1%,-27,-8%,0,13µM*
CC1=CC(c2ccccc2)n2nc(N3C(=O)CCC3=O)nc2N1 (configuration not stated),-11%,-6%,-8,-4%,-2,?
CCC(Sc1nc2c(cnn2-c2ccccc2)c(=O)[nH]1)C(=O)OC (configuration not stated),-1%,0%,-5,.,-6,-17%
CCOc1cccc2cc(-c3nnc(NCc4ccc5c(c4)OCO5)s3)c(=O)oc12,25%,6%,7,19%,-1,-16%
COc1ccc(NC(=O)CCNC(=O)c2ccc([N+](=O)[O-])cc2)cc1S(=O)(=O)N1CCOCC1,?,.,.,54%[activator],.,9%
O=C1c2ccccc2C(=O)c2c1ccc1c(=O)n(-c3ccccc3)[nH]c21,19%,-28%,-5,1%,9,?
CSc1ncccc1C(=O)Nc1ccc(OC(F)(F)F)cc1,42%[activator],-5%,15,10%,13*,-10%
CC(C)OC(=O)C(O)(c1ccc(Cl)cc1)c1ccc(Cl)cc1,.,-3%,-5,.,-8,.
O=C(c1ccc2c(c1)OCO2)N1CCN(C(=O)c2ccco2)CC1,29%,2%,17,.,-3,15%
CCOC(=O)C1CCCN(CC(=O)Nc2c(C(=O)OC)[nH]c3ccccc23)C1 (configuration not stated),?,-2%,-13,?,-3,?
O=C(O)CC1S/C(=N/N=C/c2ccc(Br)cc2)N(c2ccccc2)C1=O (configuration not stated),12%,20%,4,7%,-1,2%
Cc1ccc2nc(NC(=O)C3CSC4(C)CCC(=O)N34)sc2c1 (configuration not stated),50%[activator],.,.,36%[activator],.,-16%[8.37 µM]
CC(=O)Nc1cccc(NS(=O)(=O)Cc2ccc(Cl)cc2)c1,15µM*,9%,32,-15%,8,-2%
Cc1cc(C(=O)OCC(=O)NCCc2ccc(S(N)(=O)=O)cc2)c2ccccc2n1,?,.,.,-7%,.,5%
Cn1c(N)c(C(=O)COC(=O)C2CCN(S(=O)(=O)c3cccs3)CC2)c(=O)n(C)c1=O,0%,2%,-2,-5%,-4,-4%
CCC(Sc1nc(N)cc(N)n1)C(=O)O (configuration not stated),3.3µM*,4%,-13,.,-4,-9%
Cc1c(NC(=S)NC(=O)COc2ccccc2)c(=O)n(-c2ccccc2)n1C,-1%,-1%,11,?,-4,-22%
CCOc1ccc(Br)cc1-c1noc(-c2cccs2)n1,.,3%,-12,-6%,-1,-20%
COc1cccc(NS(=O)(=O)c2ccc(-c3coc(C)n3)cc2)c1,21%,1%,-7,43%[activator],16,-10%
COc1ccc(-n2c(-c3ccccc3)c[n+]3c2CCC3)cc1,?,-4%,-6,?,-3,10µM*
CC1CCCC(C)N1C(=O)CSc1nnc(-c2cccs2)o1 (configuration not stated),-9%,6%,51*,15%,35*,12%
S=C(NCCc1ccccc1)Nc1ccc(Br)cc1,96%[activator],-1%,16,18%,53*,0%
